Screening results: PubChem BioAssay, Sanford-Burnham Center for Chemical Genomics
MPTP block: inhibitors of mitochondrial permeability transition pore. isolated mouse mitochondria, Ca2+ swelling absorbance, 30 min. hit rate 1.4% among 360,000. inhibition, % at 10 µM. AID 602449;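 active = inhibition of 50% or more, scaled per plate between neutral and stimulator controls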;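 note: 0% = DMSO wells given calcium and 100% = 1 mM EGTA wells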
SENP8 block: blocks human SENP8 cleavage of Nedd8 substrate. Q96LD8. AID 602440. inhibition, % at 20 µM. recombinant SENP8, Nedd8 substrate fluorescence. hit rate 0.64% among 360,000; in the data active = inhibition mostly above about 40%, no sharp cut-off; inactive = mostly below about 27%
Target sequence (Q96LD8 whole entry, looked up): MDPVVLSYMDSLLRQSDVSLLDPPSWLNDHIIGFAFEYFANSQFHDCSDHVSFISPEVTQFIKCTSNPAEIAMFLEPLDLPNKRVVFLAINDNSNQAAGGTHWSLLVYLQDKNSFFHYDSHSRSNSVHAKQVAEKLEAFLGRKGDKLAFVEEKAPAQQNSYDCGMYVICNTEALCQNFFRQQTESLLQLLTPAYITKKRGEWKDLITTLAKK
GRIN3A LBD mod: NR3A (human) ligand-binding domain modulation; AID 1259313; hit rate 2.5% among 340,000; Tm shift relative to glycine control, % at 25 µM; NR3A LBD differential scanning fluorimetry, Tm shift; 0% = protein alone, 100% = glycine-bound protein;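 active = melting temperature shift of at least 10% of the positive control shift, at one fixed dose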
HKDC1 inh: HKDC1 (human) hexokinase inhibition. AID 493160. hit rate 0.16% among 340,000. recombinant HKDC1, G6PDH/diaphorase resazurin coupled fluorescence. inhibition, % at 20 µM;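 active = inhibition above about 35% when tested at 20 µM, limit read from the data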;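 note: plate controls were DMSO wells with enzyme for no effect and DMSO wells lacking enzyme for full effect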
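test system = in-house recombinant HK5 (HKDC1) enzyme | amount = HKDC1 at 5 µg/mL | control set = DMSO-enzyme wells negative, buffer-substituted wells positive | compound = one dose of 20 µM, 1% DMSO | schedule = reaction time 90 min, room temperature, protected from light | technique = resorufin fluorescence at 613 nm | reagent = glucose with 1 mM ATP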
SENP7 inh: SENP7 protease inhibition | Q9BQF6 | recombinant SENP7, Z-RLRGG-aminoluciferin luminescence, 40 min | inhibition, % at 5 µM | hit rate 1.5% among 330,000;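 active = inhibition above about 50% at the single test dose, limit read from the data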;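 note: plate controls were DMSO with enzyme for no effect and no enzyme buffer wells for full effect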
Target sequence (Q9BQF6 706-1050 limits assumed): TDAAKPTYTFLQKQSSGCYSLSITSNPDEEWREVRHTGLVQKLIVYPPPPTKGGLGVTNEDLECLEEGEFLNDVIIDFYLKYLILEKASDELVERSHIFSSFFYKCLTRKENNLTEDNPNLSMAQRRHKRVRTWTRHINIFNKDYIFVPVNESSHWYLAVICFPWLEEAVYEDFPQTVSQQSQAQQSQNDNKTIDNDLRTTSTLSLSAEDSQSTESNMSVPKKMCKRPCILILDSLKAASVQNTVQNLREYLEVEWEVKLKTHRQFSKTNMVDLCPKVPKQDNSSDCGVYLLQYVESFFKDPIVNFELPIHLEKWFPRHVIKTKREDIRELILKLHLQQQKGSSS
SENP6 inh: inhibitors of human SENP6 protease. inhibition, % at 10 µM. hit rate 1.8% among 330,000. Recombinant SENP6 catalytic domain, aminoluciferin luminescence. Q9GZR1;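 active = inhibition above about 50% at the single tested dose, limit read from the data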;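 note: plate controls were DMSO wells with enzyme for no effect and DMSO wells lacking enzyme for full effect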
ATG4B inh: inhibitors of human ATG4B cysteine protease | Q9Y4P1 | hit rate 0.51% among 340,000 | AID 504462 | ATG4B cleavage of LC3-PLA2, NBD-HPC fluorescence, 1 h | inhibition, % at 8.33 µM; in the data active = inhibition above about 40%
Target sequence (Q9Y4P1 whole entry, looked up): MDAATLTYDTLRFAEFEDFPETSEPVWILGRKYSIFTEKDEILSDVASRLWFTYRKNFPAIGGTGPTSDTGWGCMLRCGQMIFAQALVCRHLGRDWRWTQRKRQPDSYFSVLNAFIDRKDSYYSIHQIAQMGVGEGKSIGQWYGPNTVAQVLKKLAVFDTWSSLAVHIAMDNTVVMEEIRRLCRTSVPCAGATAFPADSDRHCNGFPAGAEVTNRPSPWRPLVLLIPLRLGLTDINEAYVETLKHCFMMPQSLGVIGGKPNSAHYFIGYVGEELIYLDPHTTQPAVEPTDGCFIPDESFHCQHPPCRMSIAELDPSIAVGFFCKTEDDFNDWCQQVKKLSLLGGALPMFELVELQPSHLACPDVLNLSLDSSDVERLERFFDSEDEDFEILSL
PfG6PD inh: PfG6PD (Plasmodium falciparum) enzyme inhibition; PfGluPho enzyme, NADPH resazurin-diaphorase fluorescence; inhibition, % at 20 µM; hit rate 0.78% among 350,000; AID 504690;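 active = inhibition reaching at least a set limit at 20 µM in the primary screen, cut at about 59% in these data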;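 note: 0% = DMSO wells with substrate and 100% = DMSO wells lacking glucose-6-phosphate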
The depositor's hits bear a star; nt = no result given.

SMILES | MPTP block | SENP8 block | GRIN3A LBD mod | HKDC1 inh | SENP7 inh | SENP6 inh | ATG4B inh | PfG6PD inh
COc1ccc(CNC(=O)Cn2cc(C(F)(F)F)ccc2=O)cc1OC | 0.4 | 14 | 1 | -5 | 3 | -25 | -9 | 5
CCN(c1cccc(C)c1)S(=O)(=O)c1ccc2c3c(cccc13)C(=O)N2 | -7.7 | -287 | -14 | 12 | 7 | 8 | -22 | -17
CCn1cc(CN(C)S(=O)(=O)c2ccc3ccccc3c2)c(C)n1 | 91* | 11 | -1 | -7 | 13 | 8 | 2 | -19
CC(=O)Nc1ccc(S(=O)(=O)N2CCN(C(=O)c3ncoc3-c3cccc(C)c3)CC2)cc1 | 0.2 | 14 | -2 | -2 | -11 | -26 | -3 | -3
Cc1cccc(NC(=S)NC2CC3CCC(C2)N3Cc2ccco2)c1C (centres undefined) | -0.6 | 18 | 1 | -5 | -5 | -8 | 3 | -2
NC(N)=Nc1nc(-c2ccccc2)c2cc(F)ccc2n1 | 82* | -427 | -3 | -7 | -6 | -5 | 13 | -5
CCOc1cccc2cc(C(N)=O)c(=N)oc12 | -0.3 | 1 | nt | 8 | 6 | -10 | 6 | -7
Cc1ccc(C(=O)CSc2nnc(C3CC3)n2C2CC2)s1 | -2.0 | 14 | -3 | 3 | -3 | 5 | -3 | 11
O=C(NC(=O)c1ccc(Cl)cc1)OC1CCCCC1 | -0.7 | 10 | -7 | -5 | -12 | -14 | -6 | 17
O=S1(=O)CCOC[C@H](CC2CCCCC2)N1Cc1cccc(C(F)(F)F)c1 | 0.2 | 7 | -9 | 2 | -5 | -5 | 1 | 24
C/C(=N\NC(=O)CCCNc1ccc(C)cc1)c1ccccn1 | -0.4 | 16 | 0 | -9 | 10 | -11 | -2 | -3
Cc1nn(C)c(C)c1S(=O)(=O)N1CCCC(C(=O)N2CCN(c3ccccc3)CC2)C1 (centres undefined) | 0.9 | 14 | -1 | 2 | -1 | -2 | -3 | -4
COc1cccc(-c2nn(-c3ccc(C)cc3)cc2C(=O)NCC(c2cccs2)N2CCOCC2)c1 (centres undefined) | 0.0 | -5 | 0 | 4 | -11 | -8 | -8 | 24
COc1cc(NC(=O)c2ccc(F)cc2)c(OC)cc1Cl | 4.4 | -1 | -2 | -2 | 6 | -4 | -4 | 1
CC(C)NC(=O)CN(Cc1ccc(F)cc1)C(=O)CCC(=O)Nc1nccs1 | -1.8 | 3 | 0 | -7 | -3 | -6 | -13 | 2
CCc1ccccc1NC(=S)Nc1cc(OC)c(NC(=O)C(C)C)cc1OC | 0.9 | 22 | 0 | -3 | -3 | 3 | 3 | 5
CC(C)CCOc1cccc(OCC(=O)N(C)C2CCS(=O)(=O)C2)c1 (centres undefined) | 0.8 | 18 | -1 | 13 | -9 | 2 | 0 | -7
O=C(CCCCCNC(=O)c1ccccc1)N/N=C/c1ccccc1O | -0.5 | -74 | -1 | -14 | 3 | -16 | -6 | -8
Cc1noc(C)c1C(=O)N1CCN(Cc2ccccc2)CC1 | -2.1 | 14 | 0 | -4 | -1 | 6 | -10 | 7
N#CCC(=O)Nc1ccc(C(=O)OCC(=O)N(Cc2ccccc2)C2CCS(=O)(=O)C2)cc1 (centres undefined) | 0.7 | 8 | 0 | 6 | 0 | -3 | -11 | 5
Cc1ccc(Nc2c([N+](=O)[O-])c(=O)oc3ccccc23)cc1 | -2.2 | 20 | -3 | -5 | -6 | -27 | 5 | -8
COc1ccc(OC)c(-n2c(=S)[nH]c3cc(C(=O)N4CCCCC4)ccc3c2=O)c1 | 0.4 | 5 | -2 | -7 | 11 | -6 | 3 | 9
CCC(CO)Oc1cc(NCc2ccc(C)cc2)c2ncn(C(C)C)c2c1 (centres undefined) | -0.4 | 24 | -1 | 12 | -7 | -9 | -4 | 15
CC(=O)Nc1c(C(=O)C2CC2)oc2ccccc12 | -1.4 | -19 | -2 | -10 | 6 | -10 | 3 | 4
C=CCN(C(C(=O)OC)C(C)C)S(=O)(=O)CCNCc1ccccc1 (centres undefined) | 0.4 | 8 | 1 | -4 | nt | nt | -6 | 3

Compounds above that have a thiophene ring, fused or not (two):
SMILES | MPTP block | SENP8 block | GRIN3A LBD mod | HKDC1 inh | SENP7 inh | SENP6 inh | ATG4B inh | PfG6PD inh
Cc1ccc(C(=O)CSc2nnc(C3CC3)n2C2CC2)s1 | -2.0 | 14 | -3 | 3 | -3 | 5 | -3 | 11
COc1cccc(-c2nn(-c3ccc(C)cc3)cc2C(=O)NCC(c2cccs2)N2CCOCC2)c1 (centres undefined) | 0.0 | -5 | 0 | 4 | -11 | -8 | -8 | 24

Following part:
SMILES | MPTP block | SENP8 block | GRIN3A LBD mod | HKDC1 inh | SENP7 inh | SENP6 inh | ATG4B inh | PfG6PD inh
COc1ccccc1C(=O)OCC(=O)NC(C)CCc1ccccc1 (centres undefined) | -0.4 | 18 | 0 | -3 | 0 | -4 | 1 | 6
Cc1cccnc1NC(=S)NC(=O)c1cncc(Br)c1 | -1.9 | -15 | -3 | 4 | -3 | -24 | 0 | 9
c1ccc(-c2noc(-c3ccc4c(c3)OCO4)n2)nc1 | 0.4 | -26 | -1 | -11 | -1 | 98* | 12 | 2
CCOc1ccccc1CN1CCN(S(=O)(=O)CC)CC1 | -1.3 | 10 | 1 | -5 | -14 | -36 | -11 | -4
O=[N+]([O-])c1cc(C(F)(F)F)ccc1Cl | -0.9 | -4 | 0 | -6 | 4 | -2 | -1 | -11
Cc1occc1C(=O)N1N=C(C2CC2)CC1(O)C(F)(F)F (centres undefined) | 3.6 | 29 | -1 | -3 | 5 | 1 | 7 | 4
Cc1cc(=O)[nH]c2c(C)cc(S(=O)(=O)N3CCOCC3)cc12 | -0.2 | 6 | -3 | 5 | -1 | -2 | 4 | -12
O=C(CCCC(=O)NNC(=O)Nc1ccccc1)NNC(=O)Nc1ccccc1 | -1.0 | 13 | -2 | -2 | -9 | 6 | -2 | -15
O=C(c1cc(N2C(=O)C3C4CCC(C4)C3C2=O)ccc1Cl)N1CCN(c2ccc(F)cc2)CC1 (centres undefined) | -0.3 | 8 | -5 | -9 | 5 | 0 | -9 | 6
O=C(c1ccco1)N(CCC(c1ccccc1)c1ccco1)Cc1ccc(F)cc1 (centres undefined) | 1.9 | -2 | 2 | 4 | -16 | -30 | 32 | 7
NC(=O)NC(CC(=O)NCCc1ccc(S(N)(=O)=O)cc1)c1ccc(Cl)cc1 (centres undefined) | 2.2 | 18 | 0 | -7 | -8 | 0 | -3 | -3
COC(=O)C(C)NS(=O)(=O)c1ccc(NC(C)=O)cc1 (centres undefined) | -1.9 | 8 | 3 | -7 | 5 | -62 | -1 | -15
COc1cc(C(=O)Nc2nccs2)c(Br)c(OC)c1OC | 0.3 | 18 | 2 | -2 | -4 | -4 | -8 | -12
O=C(CCN1CCCCC1)c1ccccc1 | 3.9 | 12 | -13 | -4 | 5 | 21 | -5 | 2
COc1cc(OC)c(CN2CCCCCCC2)cc1Br | 0.4 | 5 | 1 | -1 | -5 | 4 | 1 | 5
CCc1c(O)nc(N2CCN(Cc3ccccc3)CC2)[nH]c1=O | -0.2 | 12 | 1 | 1 | 1 | 4 | 2 | -14
COc1ccc(C2(NC(C)=O)CCN(C(=O)c3cccs3)CC2)cc1 | -2.8 | 7 | 0 | -4 | 0 | -11 | -11 | -8
CCC(Sc1nc2ncccc2[nH]1)C(=O)NC1CCC(C)CC1 (centres undefined) | 0.6 | -5 | 0 | -2 | -5 | 9 | -10 | 14
CCNC(=S)N1CCN(C(c2ccccc2)c2ccccc2)CC1 | 3.3 | 14 | -3 | -6 | 8 | -19 | -7 | 3
O=C(Nc1cccc(F)c1)N1CCC(n2c(=O)[nH]c3ccccc32)CC1 | 1.7 | 22 | 0 | -5 | 2 | -13 | -5 | 3
CCOC(=O)[C@@H]1[C@H]2COc3cc(OC)ccc3[C@@H]2N2C(=O)N(c3ccc(C(F)(F)F)cc3)C(=O)[C@]12C | 0.7 | 14 | -2 | -1 | 9 | -20 | 0 | 0
O=C(NCCc1ccccc1)c1ccc2c(c1)S(=O)(=O)c1cc(Cl)ccc1C2=O | 3.9 | 16 | 0 | -6 | -9 | -22 | -5 | 3
CCN(CC)C(=O)N1CCN(S(=O)(=O)c2ccc(C)c(C)c2)CC1 | 3.8 | 27 | -3 | 3 | 3 | 8 | 7 | -20
O=[N+]([O-])c1cccc(-c2ccc(/C=N/Nc3nc(N4CCCCC4)nc(N4CCCCC4)n3)o2)c1 | 3.1 | 33 | 2 | -6 | 11 | 3 | -2 | -7
CCC1CCCCN1CCCNC(=O)c1ccc2nc(N3CCCCC3)sc2c1 (centres undefined) | 1.7 | -18 | 0 | 2 | 8 | 2 | 20 | 0

Reprinted from the part before: 2 entries, then new ones.
SMILES | MPTP block | SENP8 block | GRIN3A LBD mod | HKDC1 inh | SENP7 inh | SENP6 inh | ATG4B inh | PfG6PD inh
O=[N+]([O-])c1cccc(-c2ccc(/C=N/Nc3nc(N4CCCCC4)nc(N4CCCCC4)n3)o2)c1 | 3.1 | 33 | 2 | -6 | 11 | 3 | -2 | -7
CCC1CCCCN1CCCNC(=O)c1ccc2nc(N3CCCCC3)sc2c1 (centres undefined) | 1.7 | -18 | 0 | 2 | 8 | 2 | 20 | 0
CCCN1C2CCCC1CC(NC(=O)c1ccccc1Br)C2 (centres undefined) | 0.1 | 17 | 0 | -6 | -7 | -20 | 7 | 7
c1ccc(CNc2ccc(N3CCOCC3)cc2)cc1 | -0.7 | -150 | 0 | 5 | 9 | 22 | -5 | 50
Cc1cc(C)c2nc(-c3ccccn3)cc(C(=O)NCc3ccco3)c2c1 | -3.1 | -451 | -1 | 2 | -10 | -5 | 10 | 5
COc1cc(/C=C2\SC(c3ccc(C)cc3)=NC2=O)ccc1O | 15 | -16 | 0 | 33 | -2 | 40 | -21 | 64*
O=C(CN1CCCC1c1cccs1)N1CCN(S(=O)(=O)c2ccccc2)CC1 (centres undefined) | -0.4 | 5 | 0 | 5 | -1 | -8 | 4 | -4
CCOC(=O)N1CCN(C(=O)c2cc(COc3cccc(C(C)=O)c3)on2)CC1 | -0.2 | 4 | 7 | -3 | 11 | -20 | -4 | -2
CNc1nnc(-c2cc3cc(Cl)ccc3oc2=O)s1 | -1.9 | -410 | -7 | 9 | -11 | 6 | -5 | 13
CCC(C)N=C1Sc2nc3ccc(C)cc3cc2CN1CCOC (centres undefined) | -1.7 | -32 | 4 | 4 | -3 | 3 | 4 | 28
CCn1nc(C)c(CNC(=O)CCc2nnc(-c3ccc(C(C)=O)s3)o2)c1C | -0.9 | -6 | 0 | -11 | -2 | -10 | 6 | 6
O=C(NCCCc1ccncc1)C1CCC(=O)N(CCc2cccc(F)c2)C1 (centres undefined) | -0.5 | 8 | -1 | -3 | 3 | 7 | 15 | 3
CC1(C(=O)NCc2ccc(Cl)c(Cl)c2)Oc2cccnc2NC1=O (centres undefined) | -2.2 | 12 | -1 | -3 | 2 | -31 | -13 | 9
C/C=C(\C)C(=O)O[C@H](c1cc2ccc(=O)oc2cc1OC)[C@@H](O)C(C)(C)O | -0.2 | -439 | 0 | 1 | -2 | -12 | -4 | -11
CC(=O)Nc1ccc(S(=O)(=O)N2C3CCCC2CC(NC(=O)C2CCCCC2)C3)cc1 (centres undefined) | 3.4 | 4 | -1 | 0 | -7 | 1 | 14 | 6
CCc1cccc(C)c1NC(=O)CSc1nnc(-c2cc3cc(Br)ccc3o2)n1CC | 92* | 6 | -4 | -2 | -8 | -2 | 29 | -8
CC(=O)Nc1ccc(S(=O)(=O)N(C)CC(=O)OC(C)C(=O)NC2CCCC2)cc1 (centres undefined) | -0.4 | 5 | 0 | -6 | -6 | -3 | -3 | 3

Three compounds already listed, sorted by their value in PfG6PD inh, smallest number first:
Compound	MPTP block	GRIN3A LBD mod	HKDC1 inh	SENP7 inh	SENP6 inh	ATG4B inh	PfG6PD inh
Cc1cc(C)c2nc(-c3ccccn3)cc(C(=O)NCc3ccco3)c2c1	-3.1	-1	2	-10	-5	10	5
CC1(C(=O)NCc2ccc(Cl)c(Cl)c2)Oc2cccnc2NC1=O (centres undefined)	-2.2	-1	-3	2	-31	-13	9
CCC(C)N=C1Sc2nc3ccc(C)cc3cc2CN1CCOC (centres undefined)	-1.7	4	4	-3	3	4	28
